Compound activity deposited in PubChem by several laboratories.
cardiac RTF act – increases calcium sensitivity of human cardiac regulated thin filaments; activation, % at 7.2 µM; 340,000 tested, 0.24% active; AID 493008; IANBD-labeled TnC RTF fluorescence at EC20 calcium; 0% EC20 calcium, 100% full calcium; P19429+P45379;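 active means activation above the mean over all tested compounds plus 3 SD, cut at about 30% in these data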;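 further: rise in fluorescence read as greater calcium sensitivity of cardiac thin filaments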
C-LANA FP – blocks KSHV LANA C-terminal domain binding to DNA; MBP-C-LANA/FAM-LBS DNA binding, fluorescence polarization; 340,000 tested, 0.078% active; inhibition, % at 9 µM; AID 504423;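 active means highest replicate inhibition at or above 60% at 9 µM, even if other replicates fall short; inactive means all replicates below 60% inhibition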;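 further: 0% = neutral control wells and 100% = 4 µM acridine orange control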
CAL PDZ FP – blocks peptide binding to the human CAL PDZ domain; Q9HD26; purified CAL PDZ, TMR-peptide fluorescence polarization, 1 h; inhibition, % at 24.9 µM; 300,000 tested, 0.92% active; AID 602252;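 active means mean inhibition of at least 30% with at least half of replicates also reaching 30%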;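 further: 0% = DMSO neutral control and 100% = excess unlabeled competitor peptide PRC23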
RTF Ca sens inh – cardiac RTF calcium desensitization; P19429+P45379; IANBD-labeled cardiac RTF, Ca2+ fluorescence; AID 493244; inhibition, % at 7.15 µM; 340,000 tested, 0.12% active;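 active means inhibition above the mean inhibition of all tested compounds plus 3 SD, cut at about 17% in these data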;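 further: assay run at fixed EC70 calcium of 1.6 mM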
MOR-DOR ag – agonists of human mu-delta opioid receptor heterodimerization; P35372+P41143; cells, OPRM1-OPRD1 heterodimerization, luminescence; activation, % at 9.3 µM; 340,000 tested, 0.3% active; AID 504326; in the data active means activation above about 18%;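 further: 0% = vehicle-treated cells and 100% = reference agonist; values of inactives mirror those of a sister screen read the other way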
HTR5A inv ag – counter-screen for OPRM1-OPRD1 inverse agonists: human HTR5A inverse agonism | P47898 | 340,000 tested, 0.083% active | HTR5A cell line, luminescence | AID 504634 | inhibition, % at 9.3 µM; in the data active means inhibition mostly above about 23%, no sharp cut-off; inactive means mostly below about 18%;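 further: 0% = cells with DMSO and 100% = no-cell wells with DMSO; some compounds called inactive have numbers as strong as hits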
Target sequence (P47898 whole entry, looked up): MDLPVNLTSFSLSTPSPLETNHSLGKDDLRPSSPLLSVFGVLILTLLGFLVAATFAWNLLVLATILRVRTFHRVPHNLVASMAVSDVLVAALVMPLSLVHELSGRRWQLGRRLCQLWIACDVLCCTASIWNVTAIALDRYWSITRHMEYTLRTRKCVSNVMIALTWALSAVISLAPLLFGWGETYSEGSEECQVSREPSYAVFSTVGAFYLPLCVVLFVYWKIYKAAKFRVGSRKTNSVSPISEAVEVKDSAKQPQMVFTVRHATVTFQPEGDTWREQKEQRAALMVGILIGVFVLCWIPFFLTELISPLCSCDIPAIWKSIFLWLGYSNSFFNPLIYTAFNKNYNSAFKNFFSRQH
HTR5A ag ctr – activates human HTR5A in OPRM1-OPRD1 agonist counter-screen. P47898. HTR5A agonist assay, luminescence, cell-based. activation, % at 9.3 µM. 340,000 tested, 0.61% active. AID 504692; in the data active means activation mostly above about 9.5%, no sharp cut-off; inactive means mostly below about 7.6%;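 further: 0% = cells with vehicle only and 100% = reference agonist; strong numbers were not always called active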
V-ATPase pHluor – alters yeast V-ATPase proton transport; S. cerevisiae, pHLuorin cytosolic pH fluorescence; response, % at 10 µM; 350,000 tested, 0.37% active; AID 504577; in the data active means response mostly above about 7.3%, no sharp cut-off; inactive means mostly below about 5.4%; further: actives read high; inactives centre near 0; some compounds called inactive have numbers as strong as hits; reference of the scale not given here
MOR-DOR inv ag – inverse agonists of human mu-delta opioid receptor heterodimerization. 340,000 tested, 0.21% active. P35372+P41143. inhibition, % at 9.3 µM. cell-based MOR-DOR heterodimer luminescence, inverse agonism; in the data active means inhibition above about 22%, passing the limit was not always enough;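 further: 0% = cells with DMSO and 100% = wells without cells with DMSO; values of inactives mirror those of a sister screen read the other way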
Keap1 Nrf2 FP – disrupts human Keap1 binding to Nrf2 peptide; inhibition, % at 9.4 µM; Keap1 Kelch-Nrf2 peptide fluorescence polarization, 1536-well; Q14145; 340,000 tested, 0.15% active; in the data active means inhibition above about 12%;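 further: human Keap1 Kelch domain with fluorescein labeled Nrf2 9mer peptide probe; 0% = neutral control wells and 100% = peptide positive control; higher means more block of Keap1 binding to Nrf2 peptide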
Target sequence (Q14145 whole entry, looked up, the tested form may be a part): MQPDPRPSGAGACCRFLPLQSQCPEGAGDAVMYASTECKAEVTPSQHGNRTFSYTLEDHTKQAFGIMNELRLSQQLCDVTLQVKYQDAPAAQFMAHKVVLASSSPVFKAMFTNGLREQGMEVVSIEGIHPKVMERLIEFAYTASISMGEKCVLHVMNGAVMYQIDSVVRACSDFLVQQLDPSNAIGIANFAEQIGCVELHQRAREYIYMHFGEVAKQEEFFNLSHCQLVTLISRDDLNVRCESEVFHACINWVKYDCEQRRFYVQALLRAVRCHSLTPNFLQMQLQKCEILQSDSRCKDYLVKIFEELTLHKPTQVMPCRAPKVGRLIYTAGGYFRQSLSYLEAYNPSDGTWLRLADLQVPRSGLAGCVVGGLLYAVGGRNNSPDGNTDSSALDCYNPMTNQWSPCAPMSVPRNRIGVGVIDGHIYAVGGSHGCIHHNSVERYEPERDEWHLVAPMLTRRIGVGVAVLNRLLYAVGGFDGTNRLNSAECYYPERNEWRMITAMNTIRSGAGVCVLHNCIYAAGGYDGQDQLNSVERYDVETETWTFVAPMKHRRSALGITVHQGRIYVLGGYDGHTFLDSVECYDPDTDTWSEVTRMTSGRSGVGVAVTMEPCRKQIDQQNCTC
* = called active by the depositor; · = not tested or not shown.

Structure,cardiac RTF act,C-LANA FP,CAL PDZ FP,RTF Ca sens inh,MOR-DOR ag,HTR5A inv ag,HTR5A ag ctr,V-ATPase pHluor,MOR-DOR inv ag,Keap1 Nrf2 FP
O=C(CCc1ccccc1)Nc1cc(C(F)(F)F)ccc1Cl,0.6,0.4,-7.6,-4.5,8.0,-4.6,5.0,4.8,-44.7,1.8
O=C(Nc1ccccc1)Nc1ccc(Oc2cccnc2)nc1,2.3,0.9,-3.3,-6.8,-2.2,-21.3,4.0,0.7,11.2,-6.4
Cc1ccccc1N1C(=O)CC(c2c[nH]c3ccccc23)C1=O (configuration not stated),2.0,-2.8,1.2,-2.5,0.3,-3.7,1.3,0.9,-1.4,-4.4
CC(=O)Nc1ccc(S(=O)(=O)N(C)CC(=O)NC2=NCCS2)cc1,2.4,-0.3,·,-11.5,-1.9,5.2,-1.1,-4.8,7.8,-4.4
Cc1ccc(C(=O)N/C(N)=N/c2nc3ccccc3o2)cc1,-2.9,-0.2,-1.8,-11.9,0.7,-6.3,-5.6,-0.1,-4.1,-0.9
O=C(COC(=O)CNS(=O)(=O)c1ccc(F)c(F)c1F)NC1CC1,4.7,1.2,-2.8,1.6,-4.8,-9.4,3.9,1.4,25.2,0.3
COc1cc2c(cc1OC)-c1cc(Nc3cccc(F)c3)nc(=O)n1CC2,4.3,-0.9,2.1,-9.0,0.1,-4.3,1.1,0.7,-0.7,-3.5
O=C(Nc1ccc2[nH]ncc2c1)c1ccccc1Cl,-3.4,0.5,-4.0,-1.6,-1.1,10.7,-2.8,-0.5,5.5,-3.1
COc1ccc(N2CCN(CC(=O)Nc3sccc3C#N)CC2)cc1,-2.0,-0.3,4.7,13.1,-0.2,-20.9,6.0,0.7,1.0,-1.0
CN1CCN(c2ccc(S(=O)(=O)N3CCCCC3)cc2NC(=O)c2cccc([N+](=O)[O-])c2)CC1,-4.4,1.4,-0.9,-5.9,-0.3,-5.7,2.1,1.2,1.6,5.3
COc1ccc(C(=O)NC2(C(F)(F)F)C(=O)N(Cc3ccco3)C3=C2C(=O)CC(C)(C)C3)cc1OC (configuration not stated),1.3,0.8,-1.5,-2.4,-0.6,-3.6,2.4,-1.1,2.5,3.3
O=C(NCc1ccc(F)cc1)C1CCCN(C(=O)NCc2ccccc2)C1 (configuration not stated),-2.6,0.5,0.9,-2.2,1.1,-4.2,1.4,-3.4,-9.2,0.2
CCCc1cc(=O)[nH]c(/N=C(/NC(=O)C(C)N2C(=O)c3ccccc3C2=O)Nc2ccccc2)n1 (configuration not stated),1.8,1.7,1.0,11.0,-0.1,-8.7,1.7,3.9,0.8,-1.0
CCn1c(NC(=O)c2ccc(C)cc2)c2ccccc2nc1=O,-1.8,1.1,-0.6,2.1,-2.9,-2.9,1.1,-0.9,14.7,-1.0
OC(C1=CC(=Cc2ccncc2)c2ccccc21)c1ccncc1 (configuration not stated),-5.1,-0.5,-1.5,-12.3,1.4,-39.4,10.3,-1.3,-6.0,-2.0
CCOc1cccc(/C(O)=C2/C(=O)C(=O)N(CCOC)C2c2ccncc2)c1 (configuration not stated),-1.1,-1.5,0.5,2.4,-0.7,-11.2,0.6,-0.4,3.8,3.4
COc1ccc(CCNC(=O)C2COc3ccccc3O2)cc1OC (configuration not stated),-2.9,3.8,3.2,-3.5,-1.4,-17.9,2.1,3.3,7.4,4.9
CCCCn1nc(C(=O)Nc2cc(C(F)(F)F)ccc2N2CCOCC2)ccc1=O,3.1,-1.1,-3.4,-3.0,1.9,-8.3,3.4,-1.3,-8.4,-3.2
COc1ccccc1N1CCN(CCCCOc2cccc3ccccc23)CC1,5.0,1.5,5.7,-23.4,5.5,-35.5,-1.2,4.5,-28.3,-2.5
CC(C)CCN1CCN(Cc2nc3ccccc3s2)CC1CCO (configuration not stated),-6.5,-0.1,-4.7,8.0,-3.7,-2.5,-2.3,-1.2,18.8,-4.8
CCOc1nc(-c2ccc(C)cc2)ccc1-c1noc(COC)n1,1.5,-1.1,0.5,4.7,0.3,14.8,3.4,-3.3,-1.9,-4.4
O=C(Nc1ccc(O)c2c(=O)cc(-c3ccccc3Cl)oc12)c1cccc(Cl)c1,0.9,0.4,-0.3,-3.4,1.1,-35.9,13.3,-1.9,-6.4,-3.5
O=C1c2ccccc2C(=O)N1CC1c2ccccc2CCN1S(=O)(=O)c1cnc[nH]1 (configuration not stated),-4.2,-0.7,-2.8,-1.6,-0.1,-30.7,6.1,-4.4,0.8,0.4
CCN1CCC[C@H]1CNC(=O)c1c(O)c(Cl)cc(Cl)c1OC,2.3,-5.6,-2.6,4.8,0.3,-35.7,-0.6,-3.8,-1.8,-2.7
C/C(=N\Nc1ccc(F)cc1F)c1ccccc1O,-0.8,-5.4,-4.5,-7.5,5.8,-3.0,1.1,1.7,-27.0,0.1
Cc1ccc(-c2nnc(SCC(=O)NNC(=O)COc3cccc(C)c3)n2C)cc1,2.8,2.4,·,-9.9,0.4,-8.2,3.1,-0.2,-2.1,0.4
CCNC(=O)CCC(=O)Nc1cc(Cl)ccc1C,-3.0,-0.6,-0.6,-0.8,-2.5,-3.6,1.0,0.0,13.7,-3.1
CC1CCCN(C(=O)Cn2c(=O)oc3cc(S(=O)(=O)N4CCCCC4C)ccc32)C1 (configuration not stated),-4.8,-1.1,·,-1.8,-1.3,2.6,-0.9,-0.3,8.0,-0.6
CC(O)(c1ccccc1)c1ccc2ccccc2n1 (configuration not stated),-7.5,0.2,44.7*,-6.9,-1.5,18.3,-4.7,-1.1,7.8,-2.1
Nc1ccc2c(c1)Nc1ccccc1CC2,2.5,3.2,-3.1,2.3,4.7,-17.3,4.9,-1.5,-25.8,3.2
CC1=Nc2cccc3cccc(c23)N1C,3.1,-0.6,-0.5,4.4,0.2,20.5,6.5,2.9,-1.2,-5.0
COc1ccc(N(CC(=O)Nc2ccccc2C(N)=O)S(=O)(=O)c2ccc(C)c([N+](=O)[O-])c2)cc1,3.7,-2.6,-1.0,0.9,-1.7,16.9,-6.8,-1.2,8.7,0.2
O=C(CCNC(=O)Cn1ccc2ccccc2c1=O)NCCCN1CCN(c2ccccc2F)CC1,-1.3,0.8,1.5,-7.0,-1.7,9.4,-1.8,0.5,9.7,2.4
COC(=O)CCC(=O)OC1(C)C(=O)C=C2C=C(C3CC3)N(Cc3ccc4c(c3)OCO4)C=C2C1=O (configuration not stated),1.3,-0.1,-2.3,-7.9,3.0,2.5,3.3,7.5,-14.0,-1.7
CNS(=O)(=O)c1cccc(C(=O)OCC(=O)c2c(N)n(C)c(=O)n(C)c2=O)c1,-3.2,-2.2,-1.5,-17.9,0.8,-23.6,1.0,2.2,-4.0,-3.3
O=C1NC2(CCCC2)N=C1c1ccc(Cl)cc1,-6.2,0.6,1.4,2.5,-2.8,13.9,-2.4,-5.5,15.2,-5.5
COc1ccc(S(=O)(=O)N2CCN(C(=O)c3ccco3)CC2)cc1C(C)(C)C,-1.4,0.4,-3.3,-4.5,-1.2,-2.0,0.5,5.3,6.0,-5.4
Cc1ccc(C(=O)NC(N2CCCC2)C(Cl)(Cl)Cl)cc1 (configuration not stated),11.5,3.0,1.3,-3.4,-3.1,12.2,0.6,-2.0,16.1,-3.5
Cc1ccc(-c2cc(C(=O)OCC(=O)Nc3ncc(C(F)(F)F)cc3Cl)c3ccccc3n2)cc1,-2.6,2.5,0.4,14.7,-2.1,-5.0,-1.8,-1.6,11.4,-0.7
O=C1NC2(CCCCC2)Cc2ccccc21,3.1,-0.3,-0.9,-6.7,0.0,-8.9,3.4,2.2,-0.2,-1.9
CC1CCN(C(=O)c2ccc(NS(C)(=O)=O)cc2)CC1,-0.7,-0.8,-2.4,2.0,-2.5,-0.3,0.1,1.4,12.7,-2.3
O=C(COC(=O)c1cn(-c2ccccc2)nc1-c1ccc(F)cc1)Nc1ncc(Cl)cc1Cl,-2.8,1.2,-5.5,-16.2,0.4,-1.3,4.4,1.9,-1.9,-3.6
O=C(COc1cccc(Oc2ccccc2)c1)Nc1ncccn1,3.6,-0.3,-4.3,-0.6,-2.5,-28.4,11.7,-4.3,12.4,-3.1
Cc1ccc(C(CCN(Cc2ccccc2)C(=O)c2ccco2)c2ccco2)cc1 (configuration not stated),-2.1,-1.1,-2.8,2.1,0.3,-14.4,5.1,-2.5,-2.1,-13.3
O=C(NC(=S)NCc1nc2ccccc2[nH]1)c1ccc(F)cc1,1.5,-1.7,-36.1,-8.1,-0.4,27.1,5.1,4.5,1.8,-7.8
CC(C)=CCc1c(O)ccc2c1OC(c1ccc(O)c(O)c1)CC2=O (configuration not stated),5.4,0.5,8.8,-2.1,-0.3,23.0,-0.9,0.3,1.5,0.2
Cc1ccc(S(=O)(=O)NCC(=O)OCC(=O)N(C)C2CCS(=O)(=O)C2)cc1 (configuration not stated),-4.2,-0.1,-2.1,-5.2,-2.3,18.7,-10.6,-2.8,14.7,0.3
COc1ccc(S(=O)(=O)Nc2cc(C(=O)NCCCN3CCOCC3)ccc2N2CCOCC2)cc1,-6.1,-1.2,-4.7,1.1,-2.7,-26.6,-6.6,-0.9,14.2,0.7
COc1ccccc1CNC(=O)c1ccccc1NS(C)(=O)=O,-4.8,-1.1,-4.2,-15.0,-0.2,-14.2,-2.8,11.2,1.2,20.5*
COc1cc([N+](=O)[O-])ccc1NC(=O)CCCOc1cc(C)ccc1C,2.5,-1.3,0.7,-5.2,-0.7,-21.8,-3.9,-4.2,3.6,-3.8

(continued)
Structure,cardiac RTF act,C-LANA FP,CAL PDZ FP,RTF Ca sens inh,MOR-DOR ag,HTR5A inv ag,HTR5A ag ctr,V-ATPase pHluor,MOR-DOR inv ag,Keap1 Nrf2 FP
Cc1cccc(/C=N\Nc2nnc(-c3ccccc3)c(=O)[nH]2)c1,1.9,0.9,-6.8,-4.0,0.2,-5.1,1.0,-0.7,-0.8,-0.5
COc1ccc(OC)c(C2=NS(=O)(=O)N(C)C(C(=O)Nc3cccc(C(C)=O)c3)=C2)c1,-4.3,-0.5,-2.4,2.8,-1.7,5.0,3.0,-1.0,8.7,-7.0
COC(=O)CSc1ncnc2c(C)csc12,·,-2.6,-1.4,·,·,·,·,5.8,·,-5.9
Oc1ccccc1-c1nc(/C=C/c2ccccc2)nn1-c1ccccc1,0.5,-0.1,-1.5,2.9,3.1,-20.8,-2.7,2.2,-16.2,2.1
CC(C)C[C@@H]1NC(=O)[C@H](CO)NC(=O)c2cc([N+](=O)[O-])cc(I)c2OCC[C@@H](C(N)=O)NC1=O,1.6,0.1,-2.4,0.0,-2.5,1.7,-0.7,-0.6,14.8,-2.9
CC(/C=N/n1c(-c2cccnc2)n[nH]c1=S)=C\c1ccccc1,-0.4,0.5,-1.7,-2.5,0.0,-2.7,1.1,-2.6,0.0,-5.8

Rows are unselected; overall some 2.8% were active at least once.
